HEK293 NOD2/NF-kB = NOD2 signaling inhibitors, cell-based, luminescence, uHTS, HEK293 (AID 1566); inhibition, % at 4 µM, or EC50 in µM where a hit was titrated; HEK293 NOD2/NF-kB luciferase reporter, luminescence; higher % means a stronger effect; hit rate 0.63% among 290,000; in the data active = inhibition above about 50%; also: many of its hits are not listed in these tables
Autophagy mod = autophagy modulators in MEF cells, primary screen, imaging, high-content, MEF GFP-LC3; MEF GFP-LC3 puncta imaging; test concentration mostly 10 µM; calls only at 10 µM (by protocol); hit rate 0.98% among 190,000;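 active = percentage of spot-positive cells more than 3 SD above its plate mean, without a fluorescence outlier flag or 80% toxicity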;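 also: spot-positive cell cutoff set from DMSO-treated cells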
Dynein transport = inhibitors of GR-EGFP nuclear translocation, primary screen, dynein cargo transport inhibitor project, imaging, high-content, 3617.4 mouse cells. test concentration mostly 20 µM; stimulated with dexamethasone, 1 µM; stronger effect = lower value. z-score, hits read low. hit rate 0.47% among 220,000;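 active = plate z-score of nuclear minus cytoplasmic receptor signal below a set negative limit, without overly bright fluorescence or cell loss, cut at about -3.5 in these data, passing the limit was not always enough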;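 also: z-score of nuclear minus cytoplasmic ring GR-EGFP intensity difference per well; some compounds called inactive have numbers as strong as hits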
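Also added – dexamethasone, 1.0 µM final · Buffer or medium – tet-free, stripped-serum medium · Schedule – induction 48 h, compound 1 h, agonist 30 min · Detection – formaldehyde fixation, Hoechst nuclear stain, 10x automated fluorescence imaging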
Lipid droplet = inhibitors of hepatocyte lipid droplet formation, primary screen, imaging, high-throughput imaging, BODIPY stain; AID 1656, 2009; AML12 mouse hepatocytes, oleate lipid droplets; inhibition, % at 6.5 µM; hit rate 0.4% among 240,000;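 active = lipid droplet intensity inhibited by at least 50%, with more than 500 cells counted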
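System: AML12 hepatocytes (mouse). Probe or stimulus: oleic acid at 100 µM to induce lipid droplet formation. Times: overnight treatment with compound plus oleate. Detection: Image-based BODIPY and DAPI two-channel analysis. Evaluation: percent inhibition of filter-corrected integrated lipid droplet intensity per well.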
bCat nuc transl = modulators of beta-catenin nuclear translocation, primary screen, imaging, HeLa cells, immunofluorescence, high-content | nuclear translocation activity, % at 5 µM | hit rate 0.3% among 190,000;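 active = nuclear translocation activity above 50% at 5 µM, with a well cell count of 50 or more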;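 also: per-cell ratio of nuclear to cytoplasmic median beta-catenin stain intensity; plate controls were DMSO negative control for no effect and GSK-3 inhibitor IX positive control for full effect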
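Signal – beta-catenin immunofluorescence imaging with DAPI · Test system – human HeLa cell line · Dosing – 5 µM primary single dose, 0.1% DMSO, 0.02–20 µM confirmation series · Measure – % activation, nuclear-to-cytoplasmic median beta-catenin signal ratio per cell · Incubation – 24 h compound exposure at 37°C, 5% CO2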
Insulin prom up = insulin promoter activators in MIN6 cells, imaging, high-content screening, mouse beta cells; hit rate 0.3% among 190,000; z-score at 5 µM; MIN6 insulin promoter-GFP reporter; stronger effect = higher value; AID 1625, 2009;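 active = z-score above 3 at 5 µM with at least 500 cells counted in the well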
MT stabilize HCS = microtubule stabilizers in HeLa cells, primary screen, imaging, high-content imaging. HeLa tubulin immunostaining HCS, 24 h; share of cells brighter than vehicle mean+2SD. % tubulin-high responders, % at 10 µM. hit rate 0.83% among 200,000. AID 2205, 2009;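 active = plate Z-score above 3 for both tubulin-high and condensed-nucleus cell shares, with cell loss under 80%, at 10 µM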;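 also: anti alpha tubulin signal scored within the nucleus-defined area of each cell; some results filed as inactive read as strong as hits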
WT yeast gro inh = growth inhibition of WT strain, primary screen, mitochondrial fusion inhibitor project, WT and mutant strains, chemical genetic; mitochondrial fusion phenotypic screen; inhibition, % at 10 µM; hit rate 2.1% among 190,000; in the data active = inhibition above about 58%; tested in S. cerevisiae
Yfh1-depleted yeast = enhancers of respiration in Yfh1-depleted yeast, dose response, Friedreich's ataxia, plus single-dose screen (AID 1465). S. cerevisiae Yfh1-off respiration, WST-1 reduction, 72 h; higher fold induction means a stronger effect. one-dose fold induction at 50 µM; EC50 in µM for titrated hits. hit rate 0.074% among 220,000;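 active = fold induction of absorbance versus untreated yeast above a set limit, then at least 30% activation at any dose in follow-up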;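 also: activators that raise dye reduction in frataxin-depleted yeast; strong numbers were not always called active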
WT yeast gro inh mutant strain = recorded beside WT yeast gro inh, whose call it bears; inhibition, %; mitochondrial fusion phenotypic screen, mutant strain inhibition
Dynein transport cytoplasmic EGFP = second read-out of Dynein transport, no call of its own (marks repeat the call); z-score; measured here: cytoplasmic GR-EGFP intensity; stronger effect = higher value
Dynein transport nuclear GR-EGFP = recorded beside Dynein transport, whose call it bears; z-score; measured here: nuclear GR-EGFP intensity;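 lower value marks the stronger effect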
Dynein transport cell count = recorded beside Dynein transport, whose call it bears; z-score; measured here: cell count per field
Insulin prom up cell count = further read-out of Insulin prom up, marked with its call; cell count; measured here: cytotoxicity, nuclei count;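 total cells summed across four imaged fields per well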
Lipid droplet cells 6.5 µM = further read-out of Lipid droplet, marked with its call; cell count; measured here: cell count, cytotoxicity flag;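 cells counted across two imaged fields per well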
bCat nuc transl cell count 5 µM = second read-out of bCat nuc transl, no call of its own (marks repeat the call); cell count; measured here: cell count, cytotoxicity flag
MT stabilize HCS Hoechst-high % = second read-out of MT stabilize HCS, no call of its own (marks repeat the call); % Hoechst-high responders; measured here: nuclear condensation Hoechst responders;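 share of cells brighter than vehicle mean plus two SD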
MT stabilize HCS cytotoxicity % = second read-out of MT stabilize HCS, no call of its own (marks repeat the call); toxicity, %; measured here: cytotoxicity by cell density;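 0% = mean cell density of plate MIN control wells and 100% = no cells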
Autophagy mod cell loss 18 h = further read-out of Autophagy mod, marked with its call; toxicity, %; measured here: cell loss, nuclei count;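 cell loss after 18 h compound exposure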
* = called active by the depositor; i = inactive; nt = not tested or not shown. A portion of the library (hit frequency here may not be typical).

SMILES	HEK293 NOD2/NF-kB	Autophagy mod	Autophagy mod cell loss 18 h	Dynein transport	Dynein transport cytoplasmic EGFP	Dynein transport nuclear GR-EGFP	Dynein transport cell count	Lipid droplet	Lipid droplet cells 6.5 µM	bCat nuc transl	bCat nuc transl cell count 5 µM	Insulin prom up	Insulin prom up cell count	MT stabilize HCS	MT stabilize HCS Hoechst-high %	MT stabilize HCS cytotoxicity %	WT yeast gro inh	WT yeast gro inh mutant strain	Yfh1-depleted yeast
Cc1cc(C(=O)COc2cccnc2[N+](=O)[O-])c(C)n1-c1ccccc1F	nt	nt	nt	-0.85	-0.26	0.29	-0.15	-1	679	-1.3	1286	-0.22	1053	nt	nt	nt	nt	nt	i
O=C(NCc1ccc2c(c1)OCO2)c1cnc2n(c1=O)CCS2	2%	i	46	-0.27	-0.16	-0.12	-0.09	nt	nt	nt	nt	0.3	980	2.6	3.4	6.2	6	6	i
Cc1cc(/C=C(\C#N)C(=O)N2CCOCC2)c(C)n1C1CCCC1	-9%	nt	nt	0.43	-0.27	0.18	0.95	7	735	-2.0	1298	0.79	1069	nt	nt	nt	nt	nt	i
Cc1ccc(S(=O)(=O)C(C#N)c2nc3ccccc3nc2N2CCCC2)cc1 (stereo not drawn)	5%	i	4	-0.75	1.3	-0.13	0.11	-13	704	-2.1	1067	1.8	688	1.5	2.8	11	20	8	i
O=C(CCC(=O)N/N=C/c1c[nH]c2ccccc12)NCc1ccccc1	7%	i	7	-0.85	-0.3	-0.83	1.1	1	719	-1.9	565	0.41	1236	2.9	3.0	7.7	-8	-17	i
Cc1cc2nc3c(nc2cc1C)C1(C(=O)O)CCC3(C)C1(C)C (stereo not drawn)	9%	i	2	-0.029	-0.24	0.11	0.64	0	667	1.0	1001	0.18	1159	1.8	2.9	19	5	6	i
COc1ccc(-c2nnc(SCC(=O)Nc3ncc(C)s3)n2-c2ccccc2)cc1OC	3%	i	1	2.9	-0.15	1.5	-1.7	nt	nt	32	870	-0.11	1071	58*	39*	63*	-14	-7	i
O=C(NC(=S)N1CCCCC1)C12CC3CC(CC(C3)C1)C2	4%	i	24	0.43	0.045	0.086	0.87	-12	800	-3.8	1046	nt	nt	3.1	2.5	9.2	nt	nt	i
Cc1cc(C)cc(N(CC(=O)Nc2ccccc2C(=O)N2CCOCC2)S(C)(=O)=O)c1	4%	i	18	-0.74	-0.27	-0.63	0.78	-14	624	nt	nt	-0.25	1165	2.7	3.0	6.6	-21	-14	i
CCOC(=O)C1=C(C)N(CCO)C(=O)NC1c1cccc(O)c1 (stereo not drawn)	-33%	i	8	-0.76	-0.076	-0.0067	0.32	nt	nt	-2.1	889	0.62	1519	3.2	2.7	0.2	-22	-10	i
COc1cccc(CC2(CO)CCCN(CC3=Cc4cc(Cl)ccc4OC3)C2)c1 (stereo not drawn)	0%	i	6	-0.035	-0.23	0.3	1.1	-14	786	-2.6	1067	nt	nt	3.3	2.1	5.4	57	45	i
COc1ccc(N=C2S/C(=C\c3ccco3)C(=O)N2CC(C)C)cc1	-9%	i	-34	1.5	-0.18	1.3	-0.67	nt	nt	-0.6	1447	0.65	1468	2.1	1.5	7.7	3	27	i
CC1(C)N(OCc2ccccc2)C(=O)C(=O)N(OCc2ccccc2)C1(C)C	0%	i	-1	-0.1	-0.27	-0.065	0.52	11	791	-1.4	1227	nt	nt	4.4	2.9	8.9	1	-69	i
Cn1c(CNC(=O)c2ccccc2F)nnc1SCCOc1ccccc1	17%	i	-4	-0.049	-0.31	0.57	0.29	nt	nt	-0.5	1513	-0.24	1392	3.1	2.4	1.3	3	13	i
CC(C)(CNc1ccc([N+](=O)[O-])cc1C#N)N1CCOCC1	-1%	i	-10	-0.29	-0.2	-0.084	0.66	0	671	-1.8	987	nt	nt	1.8	2.5	8.4	-7	-21	i
Cc1ccc(C)c(NC(=O)C(Sc2ncnc3ccccc23)c2ccccc2)c1 (stereo not drawn)	-7%	i	6	0.38	-0.28	0.33	0.85	-21	688	3.1	465	-0.02	1314	4.6	2.7	11	-1	12	i
Cn1c(=O)c2c(nc(SCC(=O)NCC3CCCO3)n2Cc2ccc(F)cc2)n(C)c1=O (stereo not drawn)	23%	i	6	0.37	0.49	0.19	-0.054	5	681	0.0	1001	0.1	1699	1.0	0.9	2.4	-12	-1	i
Oc1c(N=NC(=S)Nc2ccccc2F)c2ccccc2n1Cc1ccccc1F	nt	i	-5	-0.99	-0.16	-0.32	1.2	3	704	0.7	1132	-1.9	1144	3.7	2.6	10	-11	0	i
COc1ccccc1NS(=O)(=O)c1cccc(NC(=O)c2nc3nc(C)cc(C)n3n2)c1	22%	i	4	-0.26	-0.37	-0.072	-0.25	13	764	nt	nt	0.16	893	2.0	1.7	5.9	4	5	i
COc1ccc(N2C(=O)CC(N3CCC(O)(c4ccc(Br)cc4)CC3)C2=O)cc1 (stereo not drawn)	12%	i	-5	0.45	-0.22	-0.67	-0.46	nt	nt	2.2	1336	-0.73	1057	4.3	2.4	7.4	-3	7	i
Cc1ccc(-c2nc(CSc3nc4ccccc4c(=O)n3CCO)cs2)cc1	5%	i	-1	-0.94	-0.19	-0.26	-0.091	8	661	nt	nt	0.21	1249	1.3	1.6	9.3	60*	24*	i
CCC(c1nnnn1Cc1ccco1)N(Cc1ccccc1OC)Cc1cc2cc(C)ccc2[nH]c1=O (stereo not drawn)	8%	i	-7	-1.2	-0.2	-0.44	0.86	nt	nt	-2.6	1069	-4.6	914	5.0	2.4	3.3	1	-4	i
COc1ccccc1-n1c(CNC(=O)c2ccco2)nnc1SCC(=O)Nc1cc(C)ccc1C	13%	i	0	-0.11	-0.21	0.19	-0.31	nt	nt	nt	nt	nt	nt	1.6	0.8	2.3	-5	-9	nt
Cc1c(F)cccc1NS(=O)(=O)c1ccc2c(c1)c(=O)n(C)c(=O)n2C	17%	i	1	-0.088	-0.047	0.13	-1.2	12	679	-0.2	1063	-1	1278	1.7	2.1	6.7	-7	-20	i
Cc1cc(C(=O)O)ccc1-c1ccc(/C=C2\NC(=O)N(Cc3ccccc3Cl)C2=O)o1	21%	i	-8	0.37	-0.17	0.076	-0.4	-16	640	-1.4	984	nt	nt	1.6	3.0	5.8	-16	3	i
Going on with the list.
SMILES	HEK293 NOD2/NF-kB	Autophagy mod	Autophagy mod cell loss 18 h	Dynein transport	Dynein transport cytoplasmic EGFP	Dynein transport nuclear GR-EGFP	Dynein transport cell count	Lipid droplet	Lipid droplet cells 6.5 µM	bCat nuc transl	bCat nuc transl cell count 5 µM	Insulin prom up	Insulin prom up cell count	MT stabilize HCS	MT stabilize HCS Hoechst-high %	MT stabilize HCS cytotoxicity %	WT yeast gro inh	WT yeast gro inh mutant strain	Yfh1-depleted yeast
CCOC(=O)c1nn(-c2ccccc2)c(=O)cc1SC(C)C	2%	i	-33	0.093	0.07	-0.2	-0.55	nt	nt	1.7	743	-0.22	1058	2.8	1.7	7.4	13	-5	i
COc1cnn(-c2ccc(F)cc2)c(=O)c1Br	-7%	i	13	-0.32	-0.26	-0.25	0.59	14	685	1.5	968	0.48	1152	2.2	4.0	5.2	-2	-7	i
COc1ccc(Cl)cc1NC(=O)CN(C)CC(=O)NC(C)c1ccccc1 (stereo not drawn)	0%	i	13	-0.36	-0.35	0.095	1.4	-9	673	0.3	1072	-1	1230	4.1	2.2	6.3	-2	5	i
Cc1cc(SCC(=O)NCCN2C(=O)CSC2=O)nc2ccccc12	14%	i	7	0.81	-0.25	0.68	0.047	34	705	1.8	979	-0.16	1310	6.6	1.7	8.2	7	3	i
CC(N=Cc1nc(-c2ccccc2)oc1O)c1ccccc1 (stereo not drawn)	-20%	i	-7	-0.22	0.88	0.19	0.43	-3	765	0.6	1106	nt	nt	2.1	1.5	6.7	22	31	i
COc1cc(-c2cc(-c3ccc(O)cc3)nc(N)c2C#N)ccc1O	-71%	i	-7	-1.1	-0.19	-0.73	-0.071	0	749	-0.2	1514	1	1296	1.4	1.6	3.4	5	-1	i
Cn1c(=O)oc2cc(S(=O)(=O)NCCC(=O)NC3CCCc4ccccc43)ccc21 (stereo not drawn)	9%	i	-16	0.14	-0.21	0.71	-0.13	0	624	1.4	1024	0.01	1824	4.2	3.8	10	-16	-7	i
COC(=O)c1ccc(Cn2cnc3c(sc4nc(N5CCOCC5)c5c(c43)CCCC5)c2=O)o1	13%	i	-10	-1.3	-0.2	-0.31	0.72	-11	671	nt	nt	-0.5	1209	2.5	1.8	7.4	-12	-5	i
O=Cc1sc(=O)n(Cc2cccc(C(=O)O)c2)c1Cl	5%	nt	nt	-3	0.24	-1.3	0.0033	-2	710	-1.4	1338	1.4	1049	nt	nt	nt	nt	nt	i
CN1/C(=C\C(=O)c2oc3ccccc3c2N)C(C)(C)c2ccccc21	-29%	i	31	0.084	0.085	0.4	0.067	7	728	0.3	1018	0.65	854	1.1	1.2	3.3	0	-18	i
